GC-B act – GC-B (human) receptor activation; actives 0.11% (n = 370,000); activation, % at 10 µM; P20594; HEK293-GC-B cells, CNP EC30, cGMP TR-FRET; 0% at EC30 CNP, 100% saturating CNP;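 active means activation at 10 µM reaching about 35% in either raw or pattern-adjusted values, limit read from the data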
TCR-CD3 inh – human TCR-CD3 binding inhibition; inhibition, % at 9.4 µM; actives 0.37% (n = 360,000); TAMRA-labeled TCR probe fluorescence, biochemical; in the data active means inhibition above about 19%;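 further: recombinant mutant TCR 2C K166C tagged with TAMRA read by polarization; 0% = receptor in buffer alone and 100% = receptor with positive control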
rCAG binder – binds r(CAG) RNA repeats; r(CAG) RNA repeat, TO-PRO-1 dye displacement fluorescence; inhibition, % at 3 µM; actives 1.3% (n = 370,000);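 active means inhibition above the plate cutoff, the mean of all test compounds on that plate plus 3 SD, cut at about 35% in these data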;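 further: 0% = DMSO alone and 100% = 100 µM mitoxantrone as full dye displacement; higher means more dye released from RNA so lower well fluorescence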
ABHD4 inh – ABHD4 (mouse) inhibition, primary FP screen; purified mABHD4, FP-Rh probe fluorescence polarization; inhibition, % at 8.92 µM; actives 0.54% (n = 370,000);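 active means inhibition exceeding the mean over every tested compound plus 3 SD, cut at about 30% in these data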;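 further: 0% = plate median of compound wells and 100% = S159A mutant with DMSO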
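assay system = mABHD4 protein | compound dosing = single nominal dose of 8.92 µM, 0.89% DMSO final | read-out basis = percent inhibition of probe binding, normalized to plate controls | schedule = Enzyme–compound pre-incubation 45 min, then probe 60 min, both 25 °C | detection = fluorescence polarization, excitation 525 nm, emission 598 nm, BODIPY TMR filters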
MBD2 inh – blocks human MBD2 binding to methylated DNA; TR-FRET, MBD2 binding to methylated oligonucleotide; inhibition, % at 4.4 µM; AID 686964; Q9UBB5; actives 0.31% (n = 370,000); in the data active means inhibition above about 13%
SIAE inh – human SIAE inhibition, primary screen; Q9HAT2; SIAE FP-Rh probe binding, fluorescence polarization; inhibition, % at 9.66 µM; actives 0.69% (n = 370,000);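 active means inhibition above a cutoff: mean of compounds within the control limits plus 3 SD of those, cut at about 17% in these data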;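 further: 0% = plate median of compound wells and 100% = probe without SIAE protein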
PRMT1 FP inh – blocks human protein arginine methyltransferase 1 | Q99873 | inhibition, % at 2.79 µM | AID 652257 | recombinant PRMT1, activity-based probe fluorescence polarization | actives 1.3% (n = 370,000);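 active means inhibition above about 21% made by adding two undisclosed values, limit read from the data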
Target sequence (Q99873 whole entry, looked up): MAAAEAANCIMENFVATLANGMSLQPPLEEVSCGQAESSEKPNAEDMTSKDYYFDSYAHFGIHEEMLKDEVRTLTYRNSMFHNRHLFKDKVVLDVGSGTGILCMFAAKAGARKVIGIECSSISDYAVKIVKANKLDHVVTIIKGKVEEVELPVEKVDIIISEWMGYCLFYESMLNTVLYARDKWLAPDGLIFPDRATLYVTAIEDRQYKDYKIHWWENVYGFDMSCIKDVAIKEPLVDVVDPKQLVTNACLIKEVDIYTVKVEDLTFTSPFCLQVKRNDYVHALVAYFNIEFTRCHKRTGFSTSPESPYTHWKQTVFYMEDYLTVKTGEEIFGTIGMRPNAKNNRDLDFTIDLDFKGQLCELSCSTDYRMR
TDP2 absorb – TDP2 (human) inhibition, absorbance primary screen; O95551; recombinant TDP2, T5PNP hydrolysis, p-nitrophenol absorbance 415 nm; inhibition, % at 12.8 µM; actives 0.34% (n = 370,000);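 active means inhibition above the mean of all tested compounds plus 3 SD, set per campaign, cut at about 25% in these data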;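 further: 0% = DMSO with enzyme and 100% = buffer with substrate but no TDP2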
Target sequence (O95551 whole entry, looked up): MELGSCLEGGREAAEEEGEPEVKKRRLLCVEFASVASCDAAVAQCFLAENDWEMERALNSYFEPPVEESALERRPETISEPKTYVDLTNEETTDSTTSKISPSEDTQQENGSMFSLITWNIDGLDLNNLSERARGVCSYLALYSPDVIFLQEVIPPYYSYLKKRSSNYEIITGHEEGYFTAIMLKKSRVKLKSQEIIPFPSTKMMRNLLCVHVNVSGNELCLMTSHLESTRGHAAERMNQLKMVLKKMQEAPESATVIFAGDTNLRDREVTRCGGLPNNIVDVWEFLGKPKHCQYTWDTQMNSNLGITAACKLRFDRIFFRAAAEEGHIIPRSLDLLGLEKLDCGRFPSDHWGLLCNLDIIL
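System – recombinant human TDP2 · Amount – 120 nM TDP2 per well · Buffer or medium – Mg2+-containing Tris-HCl buffer, pH 7.5 · Reagent – T5PNP substrate, 5 mM · Dosing – 12.8 µM single point, 1% DMSO · Incubation – 2 h at 37 °C · Measured by – epi absorbance · Read-out basis – percent inhibition · Benchmarks – high control without enzyme, low control DMSO plus TDP2 · Repeats – singlicate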
HTRA1 inhibitor – HTRA1 (human) protease inhibition; recombinant HTRA1, FP-rhodamine activity-based probe, fluorescence polarization; inhibition, % at 5.96 µM; actives 0.5% (n = 340,000); AID 504803; in the data active means inhibition above about 36%;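 further: 0% = enzyme with DMSO and 100% = wells lacking enzyme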
LEDGF integ inh – blocks HIV-1 LEDGF/p75-dependent DNA integration; TR-FRET IN-LEDGF/p75 DNA integration, Eu/Cy5; inhibition, % at 3.7 µM; actives 0.64% (n = 370,000);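 active means inhibition above the screen-wide mean plus 3 SD, cut at about 13% in these data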;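 further: signal is the Cy5 over europium emission ratio at 671 and 618 nm; 0% = plate median of compound wells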
An asterisk follows results filed as active; · = no result given. Some of the compounds tested; count on the stated rates, not on these rows.

Compound	TCR-CD3 inh	SIAE inh	LEDGF integ inh	PRMT1 FP inh	TDP2 absorb	MBD2 inh	rCAG binder	ABHD4 inh	HTRA1 inhibitor	GC-B act
CC1Cc2ccccc2N1C(=O)Cn1c(=O)cc(O)c2ccccc21 (stereo unspecified)	1	1	-2	-1	-3	-1	1	-14	0	-3
COC(=O)[C@@]12C[C@@H](CC(=O)NCc3cccc(C(F)(F)F)c3)C(=O)N(CCc3ccc(OC)c(OC)c3)C1=CCC(C)(C)C2	6	-3	2	2	-2	1	0	-4	·	-13
CCCCn1c(CNC(=O)CCC)nc2ccccc21	5	2	1	-10	-9	-2	1	5	5	-3
COc1ccc(C)cc1NC(=O)C(OC(=O)CNC(=O)c1ccc(Br)cc1)c1ccccc1 (stereo unspecified)	-2	7	1	2	-8	-2	5	-2	0	4
O=C(c1cnn2c(-c3ccccc3)cc(-c3ccccc3)nc12)N1CCN(Cc2ccccc2)CC1	11	-17	1	-2	-4	2	6	17	-8	35*
CC(C)C(=O)Nc1ccc([N+](=O)[O-])c(C(F)(F)F)c1	11	2	-2	-4	3	-6	2	-5	4	1
COc1cc(C(=O)NCCc2ccc(S(=O)(=O)N3CCCC3)cc2)cc(OC)c1OC	3	-4	0	3	2	-4	-5	3	5	1
O=C(CCNC(=O)c1ccc([N+](=O)[O-])cc1)Nc1ccc(F)cc1	3	0	-2	0	10	-6	-3	-4	5	6
CCOC(=O)N1CCN(C(=O)Cn2ccc3c(OC)cccc3c2=O)CC1	6	3	0	-1	-5	-4	-1	3	-6	5
CSc1ncccc1C(=O)OCC(=O)Nc1ccc(Cl)cn1	2	-1	0	0	4	-6	-1	-2	21	-6
O=C(CNc1ccc(C(F)(F)F)cc1)Nc1cccc(S(=O)(=O)N2CCCCC2)c1	10	-60	0	0	3	-6	7	-54	-60	-4
CN1C(=O)[C@H]2[C@@H](c3ccc(C(F)(F)F)cc3)N[C@]3(CCCN(Cc4ccc(F)cc4)C3=O)[C@H]2C1=O	-7	0	-10	5	9	2	0	2	7	8
CC(C)(C)N/N=C/c1cc(Cl)cc([N+](=O)[O-])c1O	1	8	3	0	12	-1	24	24	19	4
Cc1cccc(NC(=O)CCCCCN2C(=O)c3ccccc3C2=O)n1	5	1	-2	1	7	-7	1	1	7	-7
NC(=O)C1CC12c1ccccc1-c1ccccc12 (stereo unspecified)	3	0	-3	2	-9	1	0	4	-4	-5
CCOc1ccc2oc(C(=O)N(C)CC(=O)Nc3ccc(OCC)c(OCC)c3)c(C)c2c1	6	5	3	-5	16	-5	0	-1	-2	1
COc1ccc(NC(=O)C2CCCN(c3c4c(nc5ncnn35)CCC4)C2)cc1 (stereo unspecified)	4	-5	-3	-1	4	2	1	10	6	-12
O=C(CCNS(=O)(=O)c1ccccc1)NNC(=O)c1csc(N2CCOCC2)n1	0	5	-1	0	2	5	-2	-1	1	2
CCn1c(CNc2ccc(F)cc2)nnc1SCC(=O)OC1CCCCC1	-3	-2	2	0	3	0	-13	-3	1	-1
CCN(CC)C(=O)CS(=O)(=O)CC(=O)Nc1cc(OCCOC)c(Cl)cc1Cl	-4	6	1	-1	5	-2	-1	7	4	-2
CCCNC(=O)C1(C)CCN1C(=O)c1cc(C)n(C)n1 (stereo unspecified)	-2	2	0	-4	-1	1	0	4	·	1
Cc1ccc(-c2noc(Cn3cc(S(=O)(=O)N4CCCC4)ccc3=O)n2)cc1	5	-5	1	4	-2	2	13	-2	-25	-3
CCOC(=O)c1c(=O)n(O)c2ccc(OC)cc2[n+]1[O-]	8	0	-1	12	8	-5	-5	7	2	2
COc1cc(/C=C2\CCOC2=O)cc(OC)c1OC	-2	6	-3	-4	1	-4	2	1	-8	13
COc1ccccc1OCC(=O)Nc1ccc(O)cc1C(=O)O	-2	7	3	3	16	0	0	2	5	5
CC12C(=O)N(c3ccc(C(=O)N4CCOCC4)cc3)C(=O)C1C1c3ccccc3C2c2ccccc21 (stereo unspecified)	-1	0	-6	3	0	-1	2	1	·	5
Cc1ccccc1Nc1nnc(SCC(=O)c2c(N)n(C3CC3)c(=O)[nH]c2=O)s1	0	10	0	-2	4	-6	4	-3	9	1
CCCCNC(=O)c1[nH]c(C)c(C(C)=O)c1C	-4	1	0	2	3	5	2	4	-8	4
Cc1cc(C(=O)NN=C2C3CC4CC(C3)CC2C4)c2ccccc2n1	6	-2	-2	0	2	1	0	0	4	4
Cc1ccc(Cl)cc1N1CCN(C(=S)NCc2ccco2)CC1	-6	-7	-2	10	-17	2	2	-40	-32	-6
O=C(OCc1cc2ccccc2[nH]c1=O)c1ccccc1	6	0	-2	2	13	-1	2	-5	-5	6
COc1ccc(S(=O)(=O)N2CCCC2CNC(=O)C(=O)Nc2ccc(F)cc2)cc1 (stereo unspecified)	5	7	0	0	0	1	-2	0	-3	0
COc1ccc(CCC(=O)Nc2cc3c4c(c2)CCC(=O)N4CCC3)cc1	5	6	3	0	-4	-5	-4	-4	-2	-3
S=C(NCc1ccccc1)NCC1COc2ccccc2O1 (stereo unspecified)	9	-3	-3	-3	5	-3	0	-11	-7	4
NC(=O)C1CCN(CC(=O)Nc2ccc3c(c2)OCO3)CC1	2	1	-1	-2	-12	-1	4	1	8	1
COc1ccc(NC(=S)Nc2cccc([N+](=O)[O-])c2)cc1	6	3	2	-5	-6	3	2	0	0	5
Cc1cnc(-c2nnc(N(C)C(=O)C3CCOC3)s2)cn1 (stereo unspecified)	-1	-2	3	2	0	-5	-3	8	0	-2
COc1cc(C(=O)OCC(=O)N2CCOCC2)c([N+](=O)[O-])cc1OC	6	6	0	-2	-1	-4	0	2	1	1
CCOn1c(=O)c(-c2ccc(Br)cc2)[n+]([O-])c2ccccc21	-4	-4	-5	-1	7	-1	-3	-4	3	-3
Cc1noc(C)c1NC(=O)N(C)C[C@H]1Oc2ccc(NS(=O)(=O)c3ccccc3)cc2C(=O)N([C@H](C)CO)C[C@@H]1C	2	-1	-1	-2	-3	-1	2	-2	0	5
CS(=O)(=O)N(CCc1ccccc1)CC(=O)N1CCN(c2ccccc2)CC1	7	-1	0	-2	8	1	-7	-3	6	-1
COc1ccc(CC(=O)NC(C)CCc2ccccc2)cc1 (stereo unspecified)	0	-6	3	-3	-1	1	-2	-2	-9	2
COc1cc(/C=C/C(=O)Nc2ccc(S(=O)(=O)Nc3ncccn3)cc2)ccc1OCC#N	5	-29	2	1	-6	-10	19	-24	-6	-5
O=C(Oc1ccc2c(c1)CCC2)N1CCOCC1	-4	-4	0	5	-11	2	-3	-3	9	7
COc1cc(OC)cc(C(=O)N[C@H](C(=O)Nc2ccc(NC(C)=O)cc2)C(C)C)c1	5	-7	4	-3	-11	1	-3	-7	6	-1
O=C(COc1cc2oc(=O)c3c(c2cc1Cl)CCC3)NCCN1CCOCC1	-1	-1	4	6	-9	1	-3	-9	-5	-4
Cn1cc(-c2ccc3c(c2)OCO3)c2ccccc21	3	5	3	3	1	1	7	8	·	-6
NC(=O)c1c(Nc2nc3c(F)cccc3s2)sc2c1CCCC2	-9	-18	3	49*	-5	-1	52*	-21	-10	1
Cc1ccc(NC2=C([N+](=O)[O-])CS(=O)(=O)C2)cc1	4	1	1	3	0	-1	13	7	2	1
O=C(Cn1cc(C(F)(F)F)ccc1=O)N/N=C/c1ccc(Cl)cc1Cl	0	1	0	-1	3	1	-3	2	0	-3
CCOc1ccc(S(N)(=O)=O)cc1-c1nc2c(C(C)(C)C)nn(C)c2c(=O)[nH]1	-1	-3	1	-5	-17	-4	3	-6	-3	61*
O=C(NOCc1ccccc1)c1cccc([N+](=O)[O-])c1	-7	4	-3	0	11	0	0	11	-1	3
Cc1cc(CN2CCC(n3nccc3NC(=O)c3ccccc3Cl)CC2)cc(C)c1O	8	1	1	0	-7	-1	-4	4	5	-1
COCCCNC(=O)C1C2C=CC3(CN(Cc4ccc(C)cc4)C(=O)C13)O2 (stereo unspecified)	-6	0	0	-2	4	3	0	1	-5	10
COc1ccc(N2C(=O)CC(NC3CC3)C2=O)cc1 (stereo unspecified)	6	9	-3	32*	-4	-3	0	1	7	-2
Cn1c(SCC(=O)Nc2ccc3c(c2)OCCO3)nnc1C(F)(F)F	-7	9	-1	-5	7	-3	0	5	14	5

A second format for two compounds above.
> COc1ccc(N2C(=O)CC(NC3CC3)C2=O)cc1 (stereo unspecified)
  TCR-CD3 inh: 6
  SIAE inh: 9
  LEDGF integ inh: -3
  PRMT1 FP inh: 32*
  TDP2 absorb: -4
  MBD2 inh: -3
  rCAG binder: 0
  ABHD4 inh: 1
  HTRA1 inhibitor: 7
  GC-B act: -2

> Cn1c(SCC(=O)Nc2ccc3c(c2)OCCO3)nnc1C(F)(F)F
  TCR-CD3 inh: -7
  SIAE inh: 9
  LEDGF integ inh: -1
  PRMT1 FP inh: -5
  TDP2 absorb: 7
  MBD2 inh: -3
  rCAG binder: 0
  ABHD4 inh: 5
  HTRA1 inhibitor: 14
  GC-B act: 5

Screens from PubChem BioAssay.
